HCMV antiviral = inhibitors of human cytomegalovirus; HFF cells, HCMV-luciferase reporter, 72 h; hits give low values; activity change, negative = inhibition, % at 57.5 µM; 4.5% of 410,000 active; AID 1259415; in the data active = activity change below about -60%; inconclusive = no clear call, values can overlap the other calls; inactive = above about -39%
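Two-dose cell screen: HFF monolayers treated with compounds and infected with luciferase-expressing HCMV at 1 PFU/cell, 72 h at 37C, then lysed for luciferase measurement.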
Sm TGR block = blocks Schistosoma mansoni thioredoxin glutathione reductase; Q962Y6; purified TGR, DTNB reduction, TNB absorbance 405 nm; Potency, µM (titrated, usually from 114 µM), inactives show top-dose activity change, negative = inhibition, most hits filed as inhibitors; 3% of 360,000 active; also: potency is read from the fitted curve at half-maximal effect; nearly all actives have a fitted effect of over 60% in size
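Kinetic colorimetric format: TGR-catalysed, NADPH-driven DTNB reduction monitored via TNB absorbance. Enzyme dispensed at 20 nM; compound exposure 15 min at room temperature before reaction start.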
Giardia FBPA inh = blocks Giardia fructose-bisphosphate aldolase activity; Potency, µM (doses to about 59.6 µM), for the others: at the top dose activity, negative = inhibition, most hits filed as inhibitors; purified Giardia FBPA; 0.71% of 290,000 active; AID 2451; A8B2U2; also: potency is read from the fitted curve at half-maximal effect; nearly all actives have a fitted effect of over 55% in size
Target sequence (A8B2U2 whole entry, looked up): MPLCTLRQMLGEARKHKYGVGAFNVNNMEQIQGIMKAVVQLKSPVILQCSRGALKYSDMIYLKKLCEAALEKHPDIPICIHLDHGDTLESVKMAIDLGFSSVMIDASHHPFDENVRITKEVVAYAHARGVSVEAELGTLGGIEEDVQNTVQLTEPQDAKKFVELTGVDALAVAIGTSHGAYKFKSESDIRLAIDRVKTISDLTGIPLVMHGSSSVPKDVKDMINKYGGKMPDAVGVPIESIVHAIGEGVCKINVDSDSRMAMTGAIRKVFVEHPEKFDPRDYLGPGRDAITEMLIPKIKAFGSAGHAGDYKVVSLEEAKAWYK
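Giardia FBPA (40 nM reagent) was preincubated 10 min at RT with compound (up to 57.5 uM final), then substrate plus GAPDH/TPI/NAD/arsenate coupling system with diaphorase/resazurin was added; resorufin fluorescence (525/598 nm) was read after 20 min.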
AmpC inh detg = inhibitors of E. coli AmpC beta-lactamase with detergent; Potency, µM (series often up to 114 µM), for the others: at the top dose activity change, negative = inhibition, most hits filed as inhibitors; P00811; AmpC hydrolysis of nitrocefin, absorbance 480 nm, 0.01% Triton; 0.041% of 370,000 active;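 also: potency is read from the fitted curve at half-maximal effect; 0% = no-compound wells and -100% = no-enzyme wells; nearly all actives have a fitted effect of over 25% in size; some results filed as inactive show a strong effect at the top dose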
Target sequence (P00811 whole entry, looked up): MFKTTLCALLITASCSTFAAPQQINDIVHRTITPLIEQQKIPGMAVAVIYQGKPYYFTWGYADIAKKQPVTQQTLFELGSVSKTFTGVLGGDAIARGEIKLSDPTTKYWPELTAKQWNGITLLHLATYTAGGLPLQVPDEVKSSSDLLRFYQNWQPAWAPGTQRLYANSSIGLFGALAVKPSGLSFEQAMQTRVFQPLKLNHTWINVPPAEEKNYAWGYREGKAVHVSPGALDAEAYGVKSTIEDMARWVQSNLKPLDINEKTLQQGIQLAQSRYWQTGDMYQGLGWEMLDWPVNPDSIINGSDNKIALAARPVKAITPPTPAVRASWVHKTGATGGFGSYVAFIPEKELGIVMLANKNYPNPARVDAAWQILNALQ
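AmpC (5.3 nM in the dispensed reagent) in 20 mM phosphate pH 7.0 with 0.01% (detergent screen) or 0.0001% Triton X-100 was preincubated with compounds for 15 min at room temperature. Nitrocefin was then added from an 800 uM solution, and hydrolysis was followed at 480 nm.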
AMA1-RON2 inh = AMA1-RON2 (P. falciparum) interaction inhibition | Potency, µM (series often up to 58.2 µM), for inactives: at the highest dose activity change, negative = inhibition, actives largely listed as inhibitors | 0.2% of 360,000 active | AlphaScreen AMA1-biotinylated RON2 peptide binding;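 also: potency is read from the fitted curve at half-maximal effect; 0% = vehicle wells and -100% = peptide control; nearly all actives have a fitted effect of over 45% in size; some results filed as inactive show a strong effect at the top dose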
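AMA1 (3D7) with his tag at 25 nM final met compounds first, then biotinylated RON2 peptide at 25 nM; detection used donor plus acceptor beads, 10 µg/mL apiece, read by AlphaScreen after 30 min at room temperature.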
HCV inhibitor = HCV inhibition | Huh7.5.1 HCVcc-Cre infection, luciferase reporter, 44 h | Potency, µM (titrated, usually from 41.8 µM), for inactives: at the top dose activity change, negative = inhibition, actives largely listed as inhibitors | 3.4% of 340,000 active | AID 651820; also: potency is read from the fitted curve at half-maximal effect
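Luciferase read-out (15 sec integration) after a 15 min room-temperature substrate step quantifies HCVcc-Cre infection. Cells, 1,000 per well, had compound added 4 h post-plating, then virus at ~0.5 moi, and were cultured 44 h.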
An asterisk follows results filed as active; & = joins results of further samples; [ ] = dose if it differs, or a comment. Unless noted, calls follow the shape of the dose curve; as a rule, active = well fitted curve in the direction sought with a large enough effect; inconclusive = small, poorly fitted or top-dose-only effect, or another doubt; inactive = no such curve, though single readings can be large; an effect the other way counts as inactive or inconclusive. Unless noted, % is scaled to controls: 0 for no effect and ±100 for the full control effect.

Results for CC(=O)Nc1ccc(S(=O)(=O)N2CCCc3ccccc32)cc1 ?
HCMV antiviral: -8; Sm TGR block: -27%; Giardia FBPA inh: -3%; AmpC inh detg: -1%; AMA1-RON2 inh: 3%; HCV inhibitor: 13µM*

How did CCOc1cc(C(=O)O/N=C(\N)c2ccc([N+](=O)[O-])cc2)cc(OCC)c1OCC do in these assays?
HCMV antiviral: -1; Sm TGR block: -14%; Giardia FBPA inh: 4%; AmpC inh detg: 0%; AMA1-RON2 inh: -4%; HCV inhibitor: inconclusive

Results for Cc1cccc(CNc2ccc(C(CC(N)=O)NC(=O)c3ccccc3)cc2[N+](=O)[O-])c1 (configuration not stated) ?
HCMV antiviral: 5; Sm TGR block: 4%; Giardia FBPA inh: -3%; AmpC inh detg: 6%; AMA1-RON2 inh: 7%; HCV inhibitor: inconclusive

Results for CC(C)N(C(=O)COC(=O)[C@H](C)NC(N)=O)c1ccccc1 ?
HCMV antiviral: inconclusive; Sm TGR block: 12%; Giardia FBPA inh: 0%; AmpC inh detg: -8%; AMA1-RON2 inh: -12%; HCV inhibitor: 1%

Results for C/C(=N\O)C(=O)NCC1CCNCC1 ?
HCMV antiviral: -31; Sm TGR block: -35%; Giardia FBPA inh: 9%; AmpC inh detg: 0%; AMA1-RON2 inh: 16%; HCV inhibitor: 7%

What do the screens show for `CCOC(=O)C1CCN(S(=O)(=O)c2csc(C(N)=O)c2)CC1`?
HCMV antiviral: -33&-3; Sm TGR block: -2%&1%; AmpC inh detg: 3%&-7%; AMA1-RON2 inh: 19%; HCV inhibitor: -10%

Results for CC1CC1C(=O)OCC(=O)Nc1ccc2[nH]c(=O)[nH]c2c1 (configuration not stated) ?
HCMV antiviral: -33; Sm TGR block: -6%; Giardia FBPA inh: -14%; AmpC inh detg: -4%; AMA1-RON2 inh: -12%; HCV inhibitor: -4%

What do the screens show for `CC(CCc1ccccc1)NC(=O)CNC(=O)c1cccs1` (configuration not stated)?
HCMV antiviral: -37; Sm TGR block: inconclusive; AmpC inh detg: 8%; AMA1-RON2 inh: 15%; HCV inhibitor: -2%

Results for COc1cccc(/C(C)=N/N=C(\C)c2cccc(OC)c2)c1 ?
HCMV antiviral: 7; Sm TGR block: -7%; Giardia FBPA inh: -2%; AmpC inh detg: inconclusive; AMA1-RON2 inh: 10%; HCV inhibitor: inconclusive

What do the screens show for `O=S(=O)(Nc1cccc(S(=O)(=O)N2CCCC2)c1)c1cccc(Br)c1`?
HCMV antiviral: -37; Sm TGR block: -1%; AmpC inh detg: -1%; AMA1-RON2 inh: -2%; HCV inhibitor: 5%

What do the screens show for `O=C(NC1CCCC1)C1CC(=O)N(CCc2ccccc2)C1` (configuration not stated)?
HCMV antiviral: -2; Sm TGR block: 13%; Giardia FBPA inh: 2%; AmpC inh detg: 0%; AMA1-RON2 inh: 13%; HCV inhibitor: 21%

How did COc1cc([N+](=O)[O-])ccc1NC(=S)Nc1cc(C(=O)OC(C)C)cc(C(=O)OC(C)C)c1 do in these assays?
HCMV antiviral: inconclusive; Sm TGR block: -6%; Giardia FBPA inh: -5%; AmpC inh detg: inconclusive; AMA1-RON2 inh: 20%; HCV inhibitor: -30%

Results for CCCn1c(-c2ccc(F)cc2)n[nH]c1=S ?
HCMV antiviral: 16; Sm TGR block: -2%; Giardia FBPA inh: 11%; AmpC inh detg: 8%; AMA1-RON2 inh: 11%; HCV inhibitor: 6%

What do the screens show for `COc1ccc(OC)c(/C=N/NC(=O)c2ccc3nc[nH]c3c2)c1`?
HCMV antiviral: 39; Sm TGR block: 20%; Giardia FBPA inh: 4%; AmpC inh detg: -1%; AMA1-RON2 inh: 14%; HCV inhibitor: 0%

How did COCc1cc(C)nc(N2CCN(c3ccccc3)CC2)c1C#N do in these assays?
HCMV antiviral: -28; Sm TGR block: 7%; Giardia FBPA inh: 6%; AmpC inh detg: 7%; AMA1-RON2 inh: 9%; HCV inhibitor: -27%

Results for COc1cccc(-c2cc(C(F)(F)F)n3nc(N)nc3n2)c1 ?
HCMV antiviral: 19; Sm TGR block: 3%; Giardia FBPA inh: 0%; AmpC inh detg: 0%; AMA1-RON2 inh: 3%; HCV inhibitor: -2%

What do the screens show for `COc1ccc(NS(=O)(=O)c2cc(NC(=O)c3cccs3)ccc2N2CCCC2)cc1`?
HCMV antiviral: -97*; Sm TGR block: -2%; Giardia FBPA inh: 1%; AmpC inh detg: 1%; AMA1-RON2 inh: -26%; HCV inhibitor: inconclusive

How did O=C(COC(=O)c1ccccc1O)Nc1cc([N+](=O)[O-])ccc1Cl do in these assays?
HCMV antiviral: -37; Sm TGR block: -5%; Giardia FBPA inh: 0%; AmpC inh detg: 8%; AMA1-RON2 inh: 14%; HCV inhibitor: 15%

How did COc1nnc(-c2ccccc2)s1 do in these assays?
HCMV antiviral: 23; Sm TGR block: 2%; Giardia FBPA inh: 5%; AmpC inh detg: inconclusive; AMA1-RON2 inh: 20%; HCV inhibitor: 10%

Results for OC(CCN1CCCCC1)(c1ccccc1)c1ccccc1 ?
HCMV antiviral: -81*; Sm TGR block: 1%; Giardia FBPA inh: 1%; AmpC inh detg: -3%; AMA1-RON2 inh: -5%; HCV inhibitor: -2%[8.37 µM]

How did COc1ccc(C)cc1NC(=O)c1cccn(Cc2ccccc2Cl)c1=O do in these assays?
HCMV antiviral: 5; Sm TGR block: 8%; AmpC inh detg: 0%

What do the screens show for `Cc1ccc(NC(=S)NCC(C)CSc2ccc(Cl)cc2)cc1` (configuration not stated)?
HCMV antiviral: 0; Sm TGR block: 2%; Giardia FBPA inh: -2%; AmpC inh detg: 0%; AMA1-RON2 inh: -10%; HCV inhibitor: -7%

What do the screens show for `CC(=O)c1ccc(S(=O)(=O)N(C)CC(=O)Nc2ccc(C)cc2)cc1`?
HCMV antiviral: -30; Sm TGR block: -4%; AmpC inh detg: -4%; AMA1-RON2 inh: 5%; HCV inhibitor: 0%

What do the screens show for `COc1ccc(C(=O)Nc2nnc(Cc3ccc(OC)c(OC)c3)s2)c(OC)c1`?
HCMV antiviral: 26; Sm TGR block: -19%; Giardia FBPA inh: -9%; AmpC inh detg: -4%; AMA1-RON2 inh: -9%; HCV inhibitor: 11µM*

How did CC(=O)OCC1=C(C(=O)O)N2C(=O)[C@@H](NC(=O)Cc3ccccc3)[C@H]2SC1 do in these assays?
HCMV antiviral: -19; AMA1-RON2 inh: 34%[activator]; HCV inhibitor: 16%

What do the screens show for `O=C(Nc1ccc([N+](=O)[O-])cn1)C1CC2CCC1C2` (configuration not stated)?
HCMV antiviral: 55; Sm TGR block: 1%; Giardia FBPA inh: -1%; AmpC inh detg: inconclusive; AMA1-RON2 inh: 0%; HCV inhibitor: -6%

Results for O=C1SCCC1NS(=O)(=O)c1ccc([N+](=O)[O-])cc1 (configuration not stated) ?
HCMV antiviral: 6; Sm TGR block: -22%; Giardia FBPA inh: 1%; AmpC inh detg: 6%; AMA1-RON2 inh: -7%; HCV inhibitor: 24%

Results for O=C(c1cccnc1)N1CCN(Cc2ccccc2Br)CC1 ?
HCMV antiviral: -13; Sm TGR block: 5%; Giardia FBPA inh: inconclusive; AmpC inh detg: -8%; AMA1-RON2 inh: inconclusive; HCV inhibitor: 16%

What do the screens show for `Cc1ccc(S(=O)(=O)Nc2ccc(NC(=O)/C=C/C(=O)O)cc2)cc1`?
HCMV antiviral: 1; Sm TGR block: 50µM*; Giardia FBPA inh: 16%; AmpC inh detg: -3%; AMA1-RON2 inh: 6%; HCV inhibitor: 8%

What do the screens show for `COc1ccc(Br)cc1/C=N/NC(=O)c1ccc2nc[nH]c2c1`?
HCMV antiviral: 0; Sm TGR block: -10%; Giardia FBPA inh: 20%; AmpC inh detg: -11%; AMA1-RON2 inh: 11%; HCV inhibitor: inconclusive

Results for COc1cc(/C=C/C(=O)c2ccc3c(c2)OCCO3)cc(Br)c1OCC(=O)N(C)C ?
HCMV antiviral: -97*; Sm TGR block: -14%; Giardia FBPA inh: 3%; AmpC inh detg: -15%; AMA1-RON2 inh: -3%; HCV inhibitor: 7.1µM*

How did COc1cccc(CNc2nnnn2C)c1 do in these assays?
HCMV antiviral: 43; Sm TGR block: 11%; Giardia FBPA inh: -11%; AmpC inh detg: -1%; AMA1-RON2 inh: 4%; HCV inhibitor: -2%

How did O=C(COc1ccccc1Cl)Nn1cnnc1 do in these assays?
HCMV antiviral: 1; Sm TGR block: 0%; Giardia FBPA inh: 5%; AmpC inh detg: -10%; AMA1-RON2 inh: -9%; HCV inhibitor: 12%

How did Nc1nc(Nc2ccccc2Cl)cc(=O)[nH]1 do in these assays?
HCMV antiviral: 20; Sm TGR block: 12%; Giardia FBPA inh: -1%; AmpC inh detg: inconclusive; AMA1-RON2 inh: 13%; HCV inhibitor: 5%

What do the screens show for `COc1ccc(OC)c(C(=O)N2CCCC(Nc3ccc(F)cc3)C2)c1` (configuration not stated)?
HCMV antiviral: 97; Sm TGR block: 0%; Giardia FBPA inh: 5%; AmpC inh detg: inconclusive; AMA1-RON2 inh: -2%; HCV inhibitor: -9%

What do the screens show for `Cc1ccc(C)c(NS(=O)(=O)c2ccc3c(c2)n(C)c(=O)n3C)c1`?
HCMV antiviral: 11; Sm TGR block: 4%; AmpC inh detg: -1%

What do the screens show for `C/C(N)=C(/C#N)C(=O)CSc1nc2cc(Cl)ccc2c(=O)n1Cc1ccco1`?
HCMV antiviral: inconclusive; Sm TGR block: -31%; Giardia FBPA inh: 0%; AmpC inh detg: 5%; AMA1-RON2 inh: -29%; HCV inhibitor: 14µM*

How did CS(=O)(=O)N(Cc1nnc(-c2cccs2)o1)c1ccc(Cl)cc1F do in these assays?
HCMV antiviral: -18; Sm TGR block: 0%; Giardia FBPA inh: 5%; AmpC inh detg: 6%; AMA1-RON2 inh: 0%; HCV inhibitor: -1%

What do the screens show for `CC(=O)c1cnc(Nc2nc(C)c3cccc(C)c3n2)nc1C`?
Sm TGR block: -3%; Giardia FBPA inh: -5%; AmpC inh detg: inconclusive

How did Cc1ccccc1CN1C(=O)C2(c3ccccc31)N(c1ccccc1)C(=O)CS2(=O)=O (configuration not stated) do in these assays?
HCMV antiviral: 19; Sm TGR block: 5%; AmpC inh detg: 22%

How did CCOC(=O)c1ccc(CN(Cc2ccccc2C)S(=O)(=O)c2ccc(F)c(C(=O)Nc3cccc(OC)c3)c2)cc1 do in these assays?
HCMV antiviral: 24; Sm TGR block: 0%; AmpC inh detg: 9%

Results for Cc1ccccc1NC(=S)N(Cc1cccnc1)Cc1ccco1 ?
HCMV antiviral: -13; Sm TGR block: -9%; Giardia FBPA inh: 1%; AmpC inh detg: inconclusive; AMA1-RON2 inh: 3%; HCV inhibitor: -7%

What do the screens show for `O=[N+]([O-])c1cccc(-n2nnnc2CN2CCCC2)c1`?
HCMV antiviral: -14; Sm TGR block: -2%; Giardia FBPA inh: 0%; AmpC inh detg: -1%; AMA1-RON2 inh: 1%; HCV inhibitor: 11%

Assay outcomes (PubChem)
